APJ agonist – agonists of human apelin receptor APJ, primary screen, CHO-K1 cells, PathHunter beta-arrestin, luminescence; 0% DMSO wells, 100% apelin; activation, % at 20 µM; 330,000 tested, 0.11% active; AID 2520, 2010;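 active = activation more than six SD over the plate average, tested at 20 µM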;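 note: 0% = DMSO alone and 100% = apelin-13 at 10 nM; some results filed as inactive read as strong as hits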
Target sequence (P35414 whole entry, looked up): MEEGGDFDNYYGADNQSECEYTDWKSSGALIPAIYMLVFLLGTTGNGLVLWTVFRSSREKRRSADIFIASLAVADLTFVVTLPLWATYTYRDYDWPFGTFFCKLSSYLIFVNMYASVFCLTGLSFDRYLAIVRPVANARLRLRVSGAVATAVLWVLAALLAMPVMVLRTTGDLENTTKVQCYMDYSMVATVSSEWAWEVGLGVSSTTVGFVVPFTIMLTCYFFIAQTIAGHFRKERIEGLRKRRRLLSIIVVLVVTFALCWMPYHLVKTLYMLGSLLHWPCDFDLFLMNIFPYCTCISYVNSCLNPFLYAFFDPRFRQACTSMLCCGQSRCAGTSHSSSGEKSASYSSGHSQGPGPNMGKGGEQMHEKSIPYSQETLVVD
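Assay system: CHO-K1 APJ beta-arrestin complementation cell line / Compound: single test compound dose, 20 µM final, 1% DMSO / Times: overnight seeding, 90 min compound at 25 °C, 1 h detection / Technique: beta-gal luminescence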
MIN6 prolif – inducers of MIN6 beta-cell proliferation, primary screen, ATP luminescence, uHTS. MIN6 cells proliferation, ATPlite luminescence, 48 h; cells starved in 0.2% serum; 100% = growth in 10% serum. proliferation, % at 10 µM. 330,000 tested, 0.29% active;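 active = compounds whose signal lies at least 3.5 SD above the mean of all wells on their plate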;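 note: 0% = DMSO-treated cells in low-serum medium and 100% = 10% serum control; some compounds called inactive have numbers as strong as hits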
NLRP3 yeast inh – NALP3 inflammasome inhibitors in reconstituted yeast, primary screen, luminescence, uHTS. 330,000 tested, 0.39% active. inhibition, % at 10 µM. Yeast reconstituted NLRP3/ASC/caspase-1, beta-gal luminescence, 24 h;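 active = inhibition of 50% or more; inactive = inhibition below 50%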;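 note: plate controls were induced DMSO wells for no effect and uninduced yeast grown without galactose for full effect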
tim10-1 inh – growth inhibitors of tim10-1 mutant yeast, primary screen, luminescence, uHTS; S. cerevisiae tim10-1 ts strain growth, BacTiter-Glo, 24 h; inhibition, % at 20 µM; 330,000 tested, 2.2% active;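 active = inhibition of at least 40%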;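 note: mutant grown at 25 °C; 0% = DMSO wells with yeast and 100% = wells holding no yeast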
TIM10 inh – growth inhibitors of isogenic TIM10 control yeast, primary screen, counter-screen for tim10-1 yeast inhibitor project, luminescence, uHTS; inhibition, % at 10 µM; S. cerevisiae TIM10 strain growth, BacTiter-Glo luminescence, 24 h; 330,000 tested, 1.4% active;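 active = inhibition of 40% or more at the single tested concentration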;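 note: wild-type TIM10 isogenic control strain grown at permissive 25 °C; 0% = DMSO yeast wells and 100% = minimal medium wells without yeast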
GRIN3A LBD mod – binders of NR3A ligand-binding domain, primary screen, biophysical, differential scanning fluorimetry, uHTS; Glutamate receptor ionotropic, NMDA 3A (GRIN3A) ligand-binding domain; NR3A LBD differential scanning fluorimetry, Tm shift; 0% = protein alone, 100% = glycine-bound protein; Tm shift relative to glycine control, % at 25 µM; 340,000 tested, 2.5% active;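 active = melting temperature shift of at least 10% of the positive control shift, at one fixed dose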
tim23-1 inh – growth inhibitors of tim23-1 mutant yeast, primary screen, luminescence, uHTS; S. cerevisiae tim23-1 growth, BacTiter-Glo luminescence, 24 h; inhibition, % at 20 µM; 330,000 tested, 1.3% active;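 active = growth inhibition of the mutant yeast at or above 50%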;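 note: temperature-sensitive mutant grown at 25 °C; plate controls were DMSO-treated mutant yeast for no effect and medium wells lacking yeast for full effect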
APJ antag – antagonists of human apelin receptor APJ, primary screen, CHO-K1 cells, beta-arrestin complementation, luminescence; P35414; inhibition, % at 20 µM; 330,000 tested, 0.32% active; AID 2521, 2010;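 active = inhibition above about 40% at 20 µM, limit read from the data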;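 note: cells challenged with 10 nM apelin-13 agonist together with compound; plate controls were apelin-13 plus DMSO wells for no effect and DMSO wells lacking apelin-13 for full effect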
MPTP inh – mitochondrial permeability transition pore inhibitors, primary screen, biochemical, isolated mouse mitochondria, absorbance | Ca2+ swelling absorbance, 30 min | inhibition, % at 10 µM | 360,000 tested, 1.4% active | AID 602449, 2012;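 active = inhibition of 50% or more, scaled per plate between neutral and stimulator controls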;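 note: 0% = DMSO wells given calcium and 100% = 1 mM EGTA wells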
Starred values were filed as active, the others as inactive. The order is random. Share with any hit: about 7.2%.

Values run as follows: MIN6 prolif, APJ antag, APJ agonist, GRIN3A LBD mod, tim23-1 inh, TIM10 inh, MPTP inh, tim10-1 inh, NLRP3 yeast inh
> CCN1CCCc2cc(CN(CCN3CCOCC3)C(=S)Nc3ccc(C)cc3)ccc21
→ -1.4, 9.1, -3.4, 0.7, 18.9, 20.4, 2.1, 8.6, 14.8
> Cc1ccc(NC(=O)Nc2nnc(Cc3ccc([N+](=O)[O-])cc3)s2)cc1C
→ 0.6, -20.2, -2.2, 25.1*, -16.0, -10.5, 86.3*, 1.3, 14.1
> CC1(C)CC(=O)C=C(c2ccc3ccccc3c2)C1
→ 0.3, 2.3, -1.6, 1.1, 46.9, -0.2, -0.1, 18.2, 6.7
> CCC(C(=O)OCC(=O)Nc1ccc(C)c(S(=O)(=O)N2CCOCC2)c1)c1ccccc1 (centres undefined)
→ -6.3, -9.0, -3.1, -0.3, 32.7, 22.2, 0.0, 30.8, 7.6
> Cc1ccc(S(=O)(=O)Nc2cc3c(C(=O)O)c(C)oc3c3ccccc23)c(C)c1
→ -2.7, -29.6, 4.8, -2.0, 8.5, 11.4, -0.9, -3.4, 17.2
> CN(C)S(=O)(=O)N1CCC(Oc2ccc(C(=O)NC3CCOC(C)(C)C3)cc2)CC1 (centres undefined)
→ -0.1, 10.7, -2.1, -0.2, 6.7, -5.8, -1.3, -15.2, 17.2
> COCc1nc2ccccc2n1CCCOc1ccccc1
→ 3.4, 5.9, -1.6, -1.4, 32.7, 3.0, 0.3, 27.1, 14.2
> COc1ccc2c(c1)cc(C(=O)N[C@@H](CCSC)C(=O)N1CCC(C(=O)O)CC1)n2C
→ -1.9, -7.0, -2.3, -0.3, 12.8, -11.2, 0.2, 12.7, 9.5
> O=C(NC1CCCC1)C(c1ccccc1)N(Cc1ccco1)C(=O)Cc1cccs1 (centres undefined)
→ 4.8, -10.6, -6.0, 4.0, 16.0, 8.6, -0.8, 28.4, 4.3
> N#C/C(=C\c1c(N2CCCCCC2)nc2ccccn2c1=O)C(=O)NCc1ccco1
→ 4.2, 5.4, -3.6, 0.5, 33.0, 1.2, 3.4, 8.1, 24.4
> COc1cc2c(cc1OC)CN(C(=O)c1ccc(N3CCCC3)c([N+](=O)[O-])c1)CC2
→ 2.7, -2.8, -7.1, 0.5, 7.9, 4.2, 0.7, 5.2, 31.4
> COc1cc(NS(=O)(=O)c2ccc(N/C=C(\C=O)c3nc4cc(Cl)ccc4o3)cc2)nc(OC)n1
→ -1.0, 37.5, -1.9, 4.8, 15.4, 12.3, -2.7, 21.7, 15.6
> CCOC(=O)c1cnn(-c2nc(-c3cccc(F)c3)cs2)c1C(F)(F)F
→ -4.8, 5.0, -2.3, -11.4, 25.1, 20.3, 4.4, 28.7, 20.0
> Cc1ccc(OCC(O)Cn2c(N3CCCCC3)nc3c2c(=O)[nH]c(=O)n3C)cc1C (centres undefined)
→ -2.0, 12.1, -1.7, -0.7, 22.8, 5.1, 1.0, -0.1, 28.0
> CCn1c(=O)c(-c2ccccc2)c(O)c2ccccc21
→ 0.8, 17.3, 2.6, -2.6, -36.5, -15.3, 0.1, -88.7, -6.8
> COc1cc(NC(=O)c2cccs2)c(OC)cc1NC(=O)c1cccs1
→ -0.1, -9.1, 4.6, -0.9, -1.5, -3.1, 0.9, -15.1, 5.4
> O=C(CCNC(=O)c1ccccc1Cl)OCC(=O)c1ccccc1
→ -3.7, -0.8, -1.7, -1.4, 9.9, -7.0, -1.7, 0.6, 8.7
> O=C(NC1CCCCC1)N1CCN(Cc2nc3ccccc3c(=O)[nH]2)CC1
→ 1.8, 0.6, -2.6, -1.5, 1.5, 3.8, -1.7, 6.9, -6.6
> CCOc1ccc(N2C(=O)CC(SCCN)C2=O)cc1 (centres undefined)
→ -4.0, -9.2, 0.3, 1.2, 0.0, -13.0, -0.4, 22.6, 14.1
> COc1ccc(CCC(=O)Nc2cc(S(=O)(=O)N3CCOCC3)ccc2OC(C)C)cc1
→ 1.5, 10.4, -1.8, 1.5, 13.9, 7.6, -0.8, 13.6, 15.0
> CCCc1nc2sc3c(c2c(=O)n1NC(=O)CCCl)CCCC3
→ -4.5, -9.9, -3.8, -3.4, 27.5, -1.8, -10.7, 12.0, 18.3
> COc1cc(/C=C/C(=O)O)cc(S(=O)(=O)NCCCO)c1OC
→ -1.6, 6.4, -0.7, -0.6, 0.4, -10.8, -2.2, -3.7, 13.4
> CCOC(=O)c1ccc(NC(=O)CS(=O)(=O)c2cn(CC)c3ccccc23)cc1
→ -2.6, -0.9, -4.9, -11.8, 15.0, 21.2, 1.0, 14.8, 8.7
> COC(=O)c1sc(NC(=O)c2cccc([N+](=O)[O-])c2)c(C(N)=O)c1C
→ -1.8, -0.2, 8.2, -7.1, 12.9, 4.9, 2.6, 4.3, 17.0
> COC(=O)c1cn(C(=O)c2ccc(C)c(C)c2)c2ccccc12
→ 0.0, 0.3, 0.0, 4.4, 13.6, 4.8, -1.1, 16.4, 16.5
> Cc1cc(F)ccc1N1CCC(N2CCN(C)C(CCO)C2)CC1 (centres undefined)
→ -2.9, -27.0, -1.6, -2.4, 2.0, 4.2, 0.0, -3.0, 14.5
> COC(=O)Nc1ccc(S(=O)(=O)N2CCCC(C(=O)N3CCCCC3)C2)cc1 (centres undefined)
→ -2.2, -3.7, 3.1, -0.5, 12.9, 4.4, 0.3, 12.8, 5.5
> Cc1cc(C(=O)NCCC2=CCCCC2)ccc1[N+](=O)[O-]
→ 0.1, 5.7, 0.3, 0.0, 29.4, -2.5, -1.4, 26.5, 26.2
> Cc1cccc(CC(=O)OCn2nnc3ccccc3c2=O)c1
→ 3.0, 3.2, 0.9, -1.2, 7.6, -12.1, -0.8, 15.3, 28.5

Compounds shown so far that contain a halogen:
Values run as follows: MIN6 prolif, APJ antag, APJ agonist, GRIN3A LBD mod, tim23-1 inh, TIM10 inh, MPTP inh, tim10-1 inh, NLRP3 yeast inh
> COc1cc(NS(=O)(=O)c2ccc(N/C=C(\C=O)c3nc4cc(Cl)ccc4o3)cc2)nc(OC)n1
→ -1.0, 37.5, -1.9, 4.8, 15.4, 12.3, -2.7, 21.7, 15.6
> CCOC(=O)c1cnn(-c2nc(-c3cccc(F)c3)cs2)c1C(F)(F)F
→ -4.8, 5.0, -2.3, -11.4, 25.1, 20.3, 4.4, 28.7, 20.0
> O=C(CCNC(=O)c1ccccc1Cl)OCC(=O)c1ccccc1
→ -3.7, -0.8, -1.7, -1.4, 9.9, -7.0, -1.7, 0.6, 8.7
> CCCc1nc2sc3c(c2c(=O)n1NC(=O)CCCl)CCCC3
→ -4.5, -9.9, -3.8, -3.4, 27.5, -1.8, -10.7, 12.0, 18.3
> Cc1cc(F)ccc1N1CCC(N2CCN(C)C(CCO)C2)CC1 (centres undefined)
→ -2.9, -27.0, -1.6, -2.4, 2.0, 4.2, 0.0, -3.0, 14.5

Compound activity deposited in PubChem BioAssay by Sanford-Burnham Center for Chemical Genomics.
